Screens deposited in PubChem by The Scripps Research Institute Molecular Screening Center.
PAFAH1B3 inh – blocks human PAF acetylhydrolase 1B catalytic subunit 3. Q15102. recombinant PAFAH1B3, FP-rhodamine probe, fluorescence polarization. inhibition, % at 3.39 µM. 340,000 compounds, 0.28% hits. AID 492972;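 active = inhibition above the screen-wide average of all tested compounds plus 3 SD, cut at about 25% in these data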;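 also: 0% = enzyme with DMSO only and 100% = wells lacking PAFAH1B3 protein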
GSTO1 inh – counter-screen for RBBP9 inhibitors: inhibitors of human GSTO1 | P78417 | recombinant GSTO1, activity-based probe fluorescence polarization | inhibition, % at 5.96 µM | 300,000 compounds, 1.1% hits | AID 1974;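 active = inhibition above the campaign mean inhibition plus 3 SD, cut at about 35% in these data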;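 also: 0% = GSTO1-1 with DMSO and 100% = wells lacking GSTO1-1 enzyme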
PAFAH1B2 FP inh – inhibitors of human PAFAH1B2; P68402; recombinant PAFAH1B2, FP-rhodamine activity probe, fluorescence polarization; inhibition, % at 3.39 µM; 340,000 compounds, 1.2% hits;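 active = inhibition above the mean of all tested compounds plus 3 SD, cut at about 24% in these data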;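 also: 0% = enzyme with DMSO and 100% = wells lacking PAFAH1B2; many of its hits are not listed in these tables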
Target sequence (P68402 whole entry, looked up): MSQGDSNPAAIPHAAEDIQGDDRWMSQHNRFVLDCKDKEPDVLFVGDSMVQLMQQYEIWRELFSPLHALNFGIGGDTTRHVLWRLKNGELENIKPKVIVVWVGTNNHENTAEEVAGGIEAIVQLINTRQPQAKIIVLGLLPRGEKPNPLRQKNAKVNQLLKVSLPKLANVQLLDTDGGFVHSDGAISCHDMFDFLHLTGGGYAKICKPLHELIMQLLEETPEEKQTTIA
PAD4 inh – blocks human protein arginine deiminase 4. Q9UM07. recombinant PAD4, RCA probe fluorescence polarization. inhibition, % at 6.36 µM. 330,000 compounds, 0.41% hits. AID 485272;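 active = percent inhibition above a cutoff equal to the mean of all tested compounds plus 3 SD, cut at about 15% in these data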;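 also: 0% = PAD4 with RCA probe and DMSO and 100% = probe without PAD4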
Target sequence (Q9UM07 whole entry, looked up): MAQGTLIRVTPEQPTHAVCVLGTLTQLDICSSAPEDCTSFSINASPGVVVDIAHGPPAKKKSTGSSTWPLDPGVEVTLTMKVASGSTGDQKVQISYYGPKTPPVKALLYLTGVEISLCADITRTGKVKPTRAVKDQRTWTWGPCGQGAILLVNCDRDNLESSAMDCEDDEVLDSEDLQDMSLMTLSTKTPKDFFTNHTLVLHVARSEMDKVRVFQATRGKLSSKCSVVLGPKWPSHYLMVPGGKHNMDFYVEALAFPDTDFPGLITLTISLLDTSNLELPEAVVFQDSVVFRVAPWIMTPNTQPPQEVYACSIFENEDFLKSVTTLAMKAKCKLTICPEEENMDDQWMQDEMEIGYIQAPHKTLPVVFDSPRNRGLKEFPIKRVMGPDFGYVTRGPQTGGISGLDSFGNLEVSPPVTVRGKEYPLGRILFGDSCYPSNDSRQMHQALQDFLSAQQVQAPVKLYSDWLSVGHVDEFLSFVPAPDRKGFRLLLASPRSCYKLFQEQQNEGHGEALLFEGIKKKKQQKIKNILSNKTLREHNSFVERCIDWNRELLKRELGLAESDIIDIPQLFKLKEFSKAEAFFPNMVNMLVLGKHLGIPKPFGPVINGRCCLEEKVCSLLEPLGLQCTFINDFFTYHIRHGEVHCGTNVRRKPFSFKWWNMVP
PAFAH2 FP inh – inhibitors of human PAFAH2; Q99487; inhibition, % at 3.39 µM; 340,000 compounds, 0.99% hits; AID 492956; recombinant PAFAH2, FP-rhodamine activity probe, fluorescence polarization;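 active = inhibition above the mean over all tested compounds plus 3 SD, cut at about 30% in these data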;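 also: inhibitors block probe labeling of enzyme so polarization drops; 0% = enzyme with DMSO and 100% = wells lacking PAFAH2 protein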
LYPLA1 counter – counter-screen for PME1 inhibitors: inhibitors of human LYPLA1. O75608. recombinant LYPLA1, FP-Rh probe fluorescence polarization. inhibition, % at 5.9 µM. 320,000 compounds, 0.16% hits. AID 2174;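 active = inhibition above the mean of all tested compounds plus 3 SD, set per campaign, cut at about 14% in these data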;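 also: inhibitors block serine hydrolase probe labeling of LYPLA1 so polarization falls; 0% = enzyme with DMSO and 100% = wells lacking LYPLA1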
PREPL inh – inhibitors of human prolyl oligopeptidase-like enzyme PREPL; recombinant PREPL, fluorescence polarization activity-based probe; inhibition, % at 5.96 µM; AID 2751; Q4J6C6; 320,000 compounds, 0.68% hits; in the data active = inhibition above about 43%;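 also: 0% = enzyme with DMSO and 100% = wells lacking enzyme; many of its hits are not listed in these tables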
pPAFAH inh – pPAFAH (human) enzyme inhibition; Q13093; recombinant pPAFAH, FP-rhodamine probe fluorescence polarization; inhibition, % at 3.39 µM; 330,000 compounds, 1.5% hits;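 active = inhibition above the mean inhibition across the screen plus 3 SD, cut at about 25% in these data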;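 also: inhibitors block binding of the rhodamine activity-based probe so polarization drops; 0% = enzyme with DMSO and 100% = wells lacking pPAFAH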
LYPLA2 counter – blocks human lysophospholipase 2, a PME1 counter-screen; recombinant LYPLA2, FP-Rh probe fluorescence polarization; inhibition, % at 5.9 µM; O95372; AID 2177; 320,000 compounds, 0.38% hits;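 active = inhibition above the screen-wide mean plus 3 SD, limit set per campaign, cut at about 26% in these data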;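 also: 0% = LYPLA2 with DMSO and 100% = wells lacking LYPLA2 enzyme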
* = called active by the depositor; . = not tested or not shown.

SMILES	PAFAH1B3 inh	GSTO1 inh	PAFAH1B2 FP inh	PAD4 inh	PAFAH2 FP inh	LYPLA1 counter	PREPL inh	pPAFAH inh	LYPLA2 counter
COc1cc2c(cc1OC)C(C)N(C(=O)Cn1ncc3c1-c1ccccc1OC3)CC2 (configuration not stated)	0	0	2	-2	-2	4	0	2	4
CC(C)[C@H](NC(=O)[C@H](Cc1ccccc1)n1c(=O)[nH]c2ccccc2c1=O)C(=O)N1CCC[C@@H]1C(=O)O	13	-2	2	3	-3	-3	0	-2	0
O=C(c1cc2ccccc2o1)N(Cc1ccco1)Cc1cccs1	1	-3	1	-2	4	0	-8	17	3
Cn1cc(S(=O)(=O)NCc2cccs2)c(=O)n(C)c1=O	-1	7	2	0	2	1	-6	2	-2
C=CCNC(=O)N1CCC(CO)(Cc2ccc(Cl)cc2)CC1	10	1	13	2	3	-2	3	1	-3
CCOC(=O)N1CCC(NC(=O)CN2C(=O)CSc3ncccc32)CC1	1	9	-1	-4	-1	-1	14	3	3
CCCC(CCC)=NNc1ccc(S(=O)(=O)Nc2ccccc2OC)cc1[N+](=O)[O-]	5	-1	1	-2	-2	-4	1	-1	-7
O=C(CNC(=O)C1CCCC1)Nc1ccccc1Br	11	.	4	0	3	0	0	3	-3
O=C(CNC(=O)c1ccccc1F)OCc1csc(-c2ccccc2)n1	4	2	3	-3	2	-4	-41	1	1
CC(=O)N1C(=O)N(C(C)=O)C2C1N(C)C(=O)N2C(C)=O (configuration not stated)	13	-3	1	-9	-1	-1	-7	3	-2
CCc1ccc(C(N)=S)cc1	4	4	8	1	2	3	-2	5	-1
CC(=O)c1c(C)[nH]c(C2=NNC(=NCc3ccccc3)SC2)c1C	5	-6	10	2	-1	-1	24	6	3
O=C(NCCCN1CCOCC1)c1ccc2c(=O)n(Cc3cccc(Br)c3)c(=S)[nH]c2c1	8	8	5	1	-3	-12	-154	24	-7
Cc1cccc(CCN2CCN=C2Nc2ccccc2)c1	-7	0	8	1	11	0	12	6	1
CS(=O)(=O)N1CCN(Cc2ccc([N+](=O)[O-])cc2)CC1	2	1	4	-4	4	0	4	5	4
O=C(CS(=O)(=O)c1ccccc1Cl)N1CCOCC1	9	-5	8	1	4	1	1	4	10
CC(=O)N1CN(CCCn2ccnc2)Cc2c1sc1c2CCCC1	2	3	4	-3	3	3	22	1	5
Cc1ccc2onc(CC(=O)O)c2c1	14	3	0	1	3	-7	-1	2	-4
CCOc1ccc(-c2c(C(=O)N/N=C(\C)c3ccco3)nnn2-c2nonc2N)cc1	0	-3	-4	-1	5	-5	3	-1	-4
Cc1ccc(S(=O)(=O)N2CCN(c3ccc(S(=O)(=O)N4CCOCC4)cn3)CC2)cc1	3	0	3	-7	0	1	21	-2	0
CCOC(=O)COc1cc(-n2c(=S)[nH]c3cc(OC)c(OC)cc3c2=O)c(Cl)cc1Cl	-3	-1	5	0	0	-5	-3	1	-2
COc1ccccc1C(=O)N/C(=C/c1ccco1)C(=O)Nc1cccc(C(=O)O)c1	-10	6	1	-1	0	2	-2	11	-5
COC(=O)N(C)c1ccccc1C(=O)N1CCOCC1	6	5	5	-3	-5	6	3	-2	8
Cc1ccc(-n2nc(C)c(C3(O)C(=O)N(C(C)C)c4ccccc43)c2N)cc1 (configuration not stated)	5	2	6	-3	0	0	-4	5	3
Cc1ccc(C2C=NN(c3ccccc3)C2=O)cc1 (configuration not stated)	3	-1	2	-5	1	-2	7	2	8
COc1ccccc1CC(=O)Nc1cc2oc3ccccc3c2cc1OC	-5	-5	-9	-1	-10	-5	4	7	-3
NC(=O)NCC(c1ccccc1)C1CCCCC1 (configuration not stated)	9	-1	13	-3	-3	-2	-7	8	-6
CCOC(=O)COn1c(=O)c[n+]([O-])c2ccccc21	2	6	-3	-2	-12	-2	1	5	-1
O=C(O)CN1C(=O)c2ccc(C(=O)c3ccccc3)cc2C1=O	1	-1	4	-2	-4	0	-9	-1	-1
O=C(O)c1ccccc1C(=O)c1ccc(Cl)cc1	8	-5	0	5	2	-2	11	1	-3
CN(c1ccccc1)S(=O)(=O)c1cccc(NC(=O)c2ccncc2)c1	3	-9	6	3	3	-4	-13	2	-3
CCc1cc(CN2CCOCC2)c(NC(=O)c2ccccc2)s1	7	0	2	-4	4	-1	0	6	-2
CC(C)[C@@H]1CC[C@@H](C)C[C@H]1OC(=O)C[n+]1cc(-c2ccc(Cl)cc2)n2c1CCCCC2	4	-3	3	2	4	-4	41	5	-3
CC(=O)N1CCN(CCS(=O)(=O)c2ccc(Br)cc2)CC1	5	.	4	-3	10	2	5	0	-2
O=C(C[n+]1ccccc1)Nc1ccc(Oc2ccccc2)cc1	15	17	2	2	3	-1	-8	-2	1
OC1(c2ccccc2F)CCN(Cc2nnc(-c3ccccc3)o2)CC1	0	-2	-2	1	1	-2	1	6	-7
Cc1ccc(C(=O)NC(=S)NCc2ccco2)cc1	15	1	0	-2	4	-2	-3	2	8
O=C1NC(c2ccc(Br)cc2)Nc2ccccc21 (configuration not stated)	6	6	7	3	2	-2	-17	1	-3
O=C1CC(c2ccc(OCCCCCOc3ccc(C4CC(=O)NC4=O)cc3)cc2)C(=O)N1 (configuration not stated)	6	-2	5	-4	8	4	3	10	40*
CCN1C(=O)[C@H]2[C@H]3CN=C(SCc4ccc(C)cc4)N3[C@@](C)(C(=O)OC)[C@H]2C1=O	9	.	7	0	0	.	.	3	.
CCn1c(=O)c2cc(C(=O)NCCCOC)sc2c2ccccc21	1	-2	3	-5	0	-1	1	-1	0
CN(Cc1ccccc1)C(=O)C1CCN(S(=O)(=O)c2cccc3nsnc23)CC1	0	5	0	-4	-5	0	3	-9	11
CCN(C(=O)c1ccc(N2CC3CC(C2)c2cccc(=O)n2C3)c(NC(=O)c2ccncc2)c1)c1cccc(C)c1 (configuration not stated)	1	4	1	-2	1	0	12	9	5
CCOC(=O)c1sc(=NC(=O)c2ccccc2Br)n(C)c1C	7	4	0	-2	10	1	-1	2	0
CCSc1ccccc1C(=O)N1CCN(c2ccccc2F)CC1	10	0	1	-3	4	-1	1	3	-7
CC(=O)Nc1ccccc1OCc1nnc(-c2cccs2)o1	0	0	1	-1	-4	0	-2	3	3
Cc1cc(NC(=O)Nc2cccc3ccccc23)no1	5	4	4	-2	7	-5	2	-1	-3
O=C(C[C@H]1C[C@H](C(=O)N2CCCCC2)[C@@]2(CCc3ccccc3)c3[nH]c4cc(-c5ccco5)ccc4c3CCN2C1=O)NCc1ccco1	5	.	4	5	-2	.	.	10	.
CCCc1nn(C)c(C(=O)Nc2cccc(CC)c2)c1Cl	-3	-4	2	4	-1	0	-6	3	5
O=C(O)CCc1ccc(-c2cccs2)n1NC(=O)c1ccc(O)cc1	7	1	1	2	5	-3	-3	10	-3
COc1ccc(Cc2nnc(SCC(=O)Nc3ccccc3C)n(N)c2=O)cc1	14	19	7	-8	-1	1	13	0	1
CN1C(=O)C2(NC(=O)c3ccccc3N2C)c2ccccc21 (configuration not stated)	-1	-3	4	7	12	-1	-6	0	0
Cc1nnc(SCC(=O)Nc2ccccc2NC(=O)CSc2nnc(C)s2)s1	4	6	0	-3	-8	5	-4	0	9
C/C(CC(=O)NCc1ccc(Cl)cc1)=N\NC(=O)c1ccccc1F	1	9	0	-2	-5	3	-5	0	0
O=c1c2cc(NC(=S)NCc3cccnc3)ccc2nc2n1CCCCC2	14	3	1	1	3	-5	-2	-5	-8
O=C(COC(=O)c1c(Cl)cccc1Cl)NC1CCCCCCC1	6	.	12	-2	7	.	31	10	.
Cc1cccn2c(=O)c3cc(C(=O)N4CCCC(C)C4)sc3nc12 (configuration not stated)	1	-3	5	-7	-6	-3	-7	3	0
Cc1ccc(C(=O)N2CCN(C(=O)c3ccco3)CC2)cc1NC(=O)c1ccco1	-1	4	3	2	9	0	7	4	0
CCOc1ccc(N=C(/C(C(=O)C(=O)N2CCOCC2)=C(\O)c2ccccc2)c2ccccc2)cc1	14	-2	5	-6	-1	1	-1	3	3
Cc1ccc([C@@H]2[C@@H]3C(=O)N(C)C(=O)[C@@H]3[C@]3(C)C(=O)N(CCO)CC(=O)N23)o1	14	9	6	3	-2	1	-3	-1	6

Going on with the list:
SMILES	PAFAH1B3 inh	GSTO1 inh	PAFAH1B2 FP inh	PAD4 inh	PAFAH2 FP inh	LYPLA1 counter	PREPL inh	pPAFAH inh	LYPLA2 counter
COC(=O)c1ccc(C(=O)Nc2cc(Cl)ccc2Cl)cc1NC(=O)c1ccccc1C	-6	5	-2	0	-15	0	5	-2	-2
COc1ccc(CC2SC(N)=NC2=O)cc1 (configuration not stated)	1	3	1	3	0	2	10	-1	7
Cc1ccc(C)c(S(=O)(=O)N2CCN(C(=O)c3ccccn3)CC2)c1	12	.	-2	-2	5	3	-1	2	3
CN(C)/C=C/C(=O)/C=C/c1cn(-c2ncc(C(F)(F)F)cc2Cl)c2ccccc12	2	-12	-4	-12	-2	-8	2	26*	-10
O=C(Cn1c(-c2ccccc2)noc1=O)NCc1ccccc1	5	14	5	4	3	-4	-5	5	-2
Cc1cc(C)n(C(=O)CSc2nnc(SCC(=O)n3nc(C)cc3C)s2)n1	-3	-1	4	1	-5	-1	5	8	-3
CCOc1ccc(NC(=O)CSCc2cnn(-c3ccccc3)c2-n2cccc2)cc1	12	-2	5	1	5	-3	7	3	1
Cc1ccc(-n2nc3c(=O)n(CCCC(=O)NCc4ccccc4F)nc(C)c3c2C)cc1	12	2	8	0	-3	2	7	4	8
CCc1ccc(-c2cc(C(F)(F)F)n3nc(C(=O)Nc4c(C)nn(Cc5ccccc5C)c4C)cc3n2)s1	5	3	1	2	-15	-1	2	2	5
COc1cc(NC(=O)CS(=O)(=O)c2ccc(C)cc2)cc(OC)c1OC	4	3	5	2	0	2	-17	4	3
CC(=O)Nc1cccc(NC(=O)C2CCN(C(=O)c3ccco3)CC2)c1	-7	2	6	0	-4	0	-2	5	0
COC(=O)c1ccc(Cn2c(C)cc(C)[n+]2C)o1	5	1	5	0	2	0	1	2	5
COc1ccccc1C1CCN(C(=O)c2cnn(-c3ccccc3)c2C)CC1	1	2	4	0	1	0	-6	10	-4
CCOC(=O)C1=C(CSc2nc(-c3ccccc3)ccc2C#N)OC(N)=C(C#N)C1c1ccccc1 (configuration not stated)	-12	-18	-11	-39	-22	-18	-58	-8	-44
CCOC(=O)CNc1nc2ccccc2n2c(C)nnc12	7	-5	3	0	6	0	-5	-4	-1
COc1ccc(NS(=O)(=O)c2ccc(O)c(C(=O)OCC(=O)NC(C)C3CC4CCC3C4)c2)cc1 (configuration not stated)	3	-15	17	-2	20	2	-7	31*	4
CN(Cc1ccccc1)c1nc(CN2CCOCC2)nc2scc(-c3ccccc3)c12	-1	-3	2	-2	0	-2	1	14	12
O=S(=O)(c1ccc(F)cc1)N1CC=C(c2ccccc2)CC1	.	3	.	-1	.	-2	-53	4	-5

An excerpt from above in order of their number in pPAFAH inh, low to high:
Structure	PAFAH1B3 inh	PAFAH1B2 FP inh	PAD4 inh	PAFAH2 FP inh	PREPL inh	pPAFAH inh
Cc1ccc(C(=O)NC(=S)NCc2ccco2)cc1	15	0	-2	4	-3	2
CC(=O)N1C(=O)N(C(C)=O)C2C1N(C)C(=O)N2C(C)=O (configuration not stated)	13	1	-9	-1	-7	3
O=C(COC(=O)c1c(Cl)cccc1Cl)NC1CCCCCCC1	6	12	-2	7	31	10

A portion of the library (hit frequency here may not be typical).
